RXFP1 agonist – RXFP1 (human) receptor agonism; Q9HBX9; HEK293T-RXFP1 cAMP TR-FRET, 30 min; response scale: percent of porcine relaxin response, buffer zero; Potency, µM (doses to about 57.5 µM), without a hit: at the highest dose activation, hits mostly activators; actives 0.3% (n = 370,000); further: potency means the concentration at half of the fitted maximal effect; on the % scale 0 is the no-effect control and ±100 the full control effect; nearly all actives have a fitted effect of over 60% in size; many of its hits are not listed in these tables
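Agonist response is measured as cAMP accumulation in an RXFP1-transfected HEK293T line under PDE4 inhibition. Values are scaled between buffer-only and 29 nM porcine relaxin, and EC50s come from standard Hill equation fits.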
Vif-APOBEC3G blk – Vif-A3G binding inhibition. actives 0.076% (n = 410,000). Potency, µM (doses to about 46.1 µM), inactives show at the highest dose activity, negative = active, hits mostly inhibitors. AID 602310. HeLa A3G-eYFP + Vif (tagged APOBEC3G with the HIV-1 protein that degrades it), YFP fluorescence, overnight. Q9HC16;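 further: potency means the concentration at half of the fitted maximal effect; on the % scale 0 is the no-effect control and ±100 the full control effect; nearly all actives have a fitted effect of over 60% in size; hits raise eYFP signal because A3G escapes Vif-driven loss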
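HeLa cells stably expressing Vif and C-terminally eYFP-tagged A3G, seeded overnight at 37 deg C, then exposed to compound by pintool overnight at 37 deg C. Rise in yellow fluorescence (Ex 488/Em 500-530, Acumen) marks blocked Vif-driven A3G degradation.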
TrxR1 substrate – is turned over as a substrate by rat TrxR1; O89049; Potency, µM (highest dose often 114 µM), inactives show at the top dose activity change, negative = substrate turnover; purified TrxR1 substrate turnover, NADPH consumption readout; actives 0.01% (n = 390,000); AID 588456; further: potency means the concentration at half of the fitted maximal effect; on the % scale 0 is the no-effect control and ±100 the full control effect; nearly all actives have a fitted effect of over 50% in size
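Rat TrxR1, dispensed at 90 nM, was prereduced with 400 uM NADPH (final) for 5 min at ~22 deg C, then incubated with compound 15 min before 400 uM selenite. A first-read NADPH fluorescence drop versus no-compound background flagged substrates.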
Vif-A3F inh – inhibitors of Vif-A3F interaction; HeLa A3F-eYFP + Vif (tagged APOBEC3F with the HIV-1 protein that degrades it), YFP fluorescence increase; Potency, µM (top dose mostly 46.1 µM), for inactives: at the top dose activity, negative = active; AID 602313; actives 0.2% (n = 390,000); further: potency means the concentration at half of the fitted maximal effect; % of control where 0% means no effect; nearly all actives have a fitted effect of over 65% in size
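Fluorescence increase (Ex 488/Em 500-530) after overnight compound treatment at 37 deg C flags inhibition of Vif-driven A3F-eYFP loss in stable HeLa A3F-eYFP/Vif cells seeded overnight beforehand.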
GRP78 ERSR act – ER stress response induction in glioma; U87-MG GRP78 promoter luciferase reporter, 16 h; Potency, µM, for inactives: at the top dose activation, most hits filed as activators; actives 0.02% (n = 420,000); AID 602332; further: potency means the concentration at half of the fitted maximal effect; series mostly up to about 76 µM; % of control where 0% means no effect; nearly all actives have a fitted effect of over 35% in size
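Stably transfected U87-MG glioma cells carrying a GRP78-based luciferase sensor; 16 h compound incubation. Luminescence end-point read 10 min after Bright-Glo addition at room temperature.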
USP1 inh – blocks the human USP1/UAF1 deubiquitinase complex. O94782. recombinant USP1/UAF1, Ub-Rhodamine cleavage fluorescence. Potency, µM (series often up to 57.1 µM), without a hit: at the highest dose activity change, negative = inhibition, actives largely listed as inhibitors. actives 0.23% (n = 390,000). AID 743255; further: potency means the concentration at half of the fitted maximal effect; on the % scale 0 is the no-effect control and ±100 the full control effect; nearly all actives have a fitted effect of over 60% in size; inactives centre near -12
Target sequence (O94782 whole entry, looked up): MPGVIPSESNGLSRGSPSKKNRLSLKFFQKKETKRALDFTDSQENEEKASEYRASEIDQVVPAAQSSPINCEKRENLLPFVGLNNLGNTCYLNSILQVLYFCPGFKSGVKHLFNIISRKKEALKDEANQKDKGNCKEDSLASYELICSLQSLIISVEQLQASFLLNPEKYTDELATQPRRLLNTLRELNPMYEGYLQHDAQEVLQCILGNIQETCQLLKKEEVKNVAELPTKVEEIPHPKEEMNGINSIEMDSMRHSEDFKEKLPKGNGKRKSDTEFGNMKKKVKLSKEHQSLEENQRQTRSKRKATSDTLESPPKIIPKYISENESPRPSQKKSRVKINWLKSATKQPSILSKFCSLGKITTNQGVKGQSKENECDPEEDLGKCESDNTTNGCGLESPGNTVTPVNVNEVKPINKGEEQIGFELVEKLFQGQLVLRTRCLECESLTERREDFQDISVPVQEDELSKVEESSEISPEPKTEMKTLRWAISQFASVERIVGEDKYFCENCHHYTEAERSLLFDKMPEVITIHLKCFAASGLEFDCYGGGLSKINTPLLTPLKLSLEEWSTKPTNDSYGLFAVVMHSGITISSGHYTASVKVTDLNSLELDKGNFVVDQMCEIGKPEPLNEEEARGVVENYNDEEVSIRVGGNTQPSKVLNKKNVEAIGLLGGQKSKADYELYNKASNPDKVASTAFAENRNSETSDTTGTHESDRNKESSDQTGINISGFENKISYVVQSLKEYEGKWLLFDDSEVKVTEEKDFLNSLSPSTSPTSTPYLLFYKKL
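1 nM enzyme complex + cpd, 15 min RT; start with Ub-Rho 150nM final; kinetic fluorescence ex 480/em 540, 6 reads q60 s. Buffer 50mM HEPES pH 7.8, 0.5mM EDTA, 0.1 mg/ml BSA, 1mM TCEP, 0.01% Tween-20.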
LDHA inh – inhibitors of human lactate dehydrogenase A; P00338; purified LDHA, NADH/diaphorase-resazurin fluorescence; hits give low values; actives 0.15% (n = 480,000); AID 1347041; activity change, % (values are at about 110 or 230 µM); in the data active means activity change below about -30%; inconclusive means mostly about -25% to -30%;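 further: plate controls were DMSO wells for no effect and wells without enzyme for full effect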
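Resorufin fluorescence (ex540/em590), read at 0 and 20 min after diaphorase/resazurin addition, reports the NADH left after a 5 min room-temperature reaction of 2 nM human LDH5 with 0.06 mM NADH and 0.2 mM pyruvate.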
PI4K2A inh – blocks human PI4K2A kinase activity; Q9BTU6; purified PI4K2A, ADP-Glo luminescence, 1 h; hits give low values; activity change, negative = inhibition, % at 76.9 µM; actives 0.13% (n = 420,000); in the data active means activity change below about -50%; inconclusive means mostly about -30% to -49%;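 further: -100% = wells without enzyme as full effect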
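In this quantitative HTS, ADP production by PI4K2A was quantified luminescently after 1 h at ambient temperature; 100 microM adenosine served as plate-quality control.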
IDH1 R132H inh – human IDH1 R132H inhibition. actives 0.093% (n = 390,000). IDH1-R132H enzyme, NADPH consumption, diaphorase/resazurin fluorescence. O75874. AID 602179. Potency, µM (top dose mostly 76.6 µM), for inactives: at the top dose activity change, negative = inhibition, hits mostly inhibitors; further: potency means the concentration at half of the fitted maximal effect; on the % scale 0 is the no-effect control and ±100 the full control effect; nearly all actives have a fitted effect of over 65% in size
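IDH1-R132H (0.5 ug/mL) preincubated 30 min with compound, then NADPH (0.016 mM) and alpha-KG (2 mM) added; 80 min at RT, pH 7.5. Remaining NADPH coupled via diaphorase/resazurin to fluorescence (540/590 nm); concentration-response curves normalized to no-enzyme control.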
Active calls of the source: *; ? = inconclusive; . = not tested or not shown; & = joins results of further samples; [ ] = another dose, or the depositor's remark. Unless noted, the call rests on the fitted dose curve; in most records, active means well fitted curve in the direction sought with a large enough effect; inconclusive means small, poorly fitted or top-dose-only effect, or another doubt; inactive means no such curve, though single readings can be large; an effect the other way counts as inactive or inconclusive.

Each structure is followed by: Vif-APOBEC3G blk, USP1 inh, PI4K2A inh, IDH1 R132H inh, TrxR1 substrate, LDHA inh, GRP78 ERSR act, Vif-A3F inh, RXFP1 agonist
- Nc1ccn([C@@H]2O[C@H](C(=O)Nc3ccc(Oc4ccccc4)nc3)[C@@H](O)[C@H]2O)c(=O)n1
→ -2%, ., -1, ., ., -8, -2%, ., .
- CN(CC(=O)Nc1ccc(OC(F)(F)F)cc1)C(=O)c1ccccc1SCC(=O)N1CCCC1
→ 1%, -14%, 4, 2%, -16%, -3, -5%, 2%, .
- COc1cccc(N2CCN(C(=O)CC(C)(C)CC3=NS(=O)(=O)c4ccccc4N3)CC2)c1
→ 5%, -11%, 6, 11%, -2%, -1, -4%, 2%, 3.1%
- COc1ccc(NC(=O)N/C=C/c2ccco2)cc1
→ 2%, ?, -5, -6%, 0%, 0, -1%, -5%, -0.9%
- NC(=O)Cn1nc(-c2ccccc2)nc1-c1ccccc1
→ -1%, 5%, -1, 0%, 9%[57.1 µM], 2, -2%, -16%, .
- O=C1CC(C2CCCO2)C(=O)N1c1cccc(Cl)c1 (stereo not drawn)
→ -1%, -21%, -1, 4%, 2%, -5, 3%, 4%, 0.1%
- COc1cc(/C=N/NS(=O)(=O)c2ccc3ccccc3c2)ccc1OCCN1CCOCC1
→ 1%, -7%, 3, 10%, 8%[57.1 µM], -4, -2%, -20%, 2.1%
- CCOC(=O)c1ccc(S(=O)(=O)NCCN2CCOCC2)cc1
→ -2%, -9%, -3, 0%, 0%, 4, -4%, ?, 2.6%
- O=C1CC(c2nc3ccccc3[nH]2)CN1c1ccccc1F (stereo not drawn)
→ 3%, -5%, 4, 3%, 5%[57.1 µM], -6, -2%, -1%, 0.1%
- CCOC(=O)CSc1n[nH]c(=O)n1CCc1ccccc1
→ 0%, -12%, -6, -6%, 1%, -4, 0%, -10%, -2.3%
- Cc1cccc(-n2cnc3cc([N+](=O)[O-])ccc32)c1
→ -7%, -15%, -2, 7%, -1%, -2, 1%, -8%, 1.0%
- CCCn1c(N)c(N(CCOC)C(=O)c2cccc(S(=O)(=O)N3CCCc4ccccc43)c2)c(=O)[nH]c1=O
→ -4%, -9%, 4, 3%, -2%, -4, -6%, -10%, -0.5%
- O=c1c2c(nc3cc(-c4ccccc4)[nH]n13)CCC2
→ 0%, -8%, ?, 9%, 44%[activator][57.1 µM], 1, -6%, -8%, -0.6%
- CC(C)c1ccc(N(CC(=O)NCc2ccco2)C(=O)CCC(=O)Nc2ccccn2)cc1
→ 0%, -16%, 10, 2%, -24%[57.1 µM], -6, -6%, 1%, -0.1%
- O=C(Nc1ccc2oc(-c3ccccc3)nc2c1)c1cccnc1
→ -8%, -18%, 2, 6%, -12%[57.1 µM], -4&12, 2%, 1%, 2.7%

The final 2 compounds of the part above open the next one:
Each structure is followed by: Vif-APOBEC3G blk, USP1 inh, PI4K2A inh, IDH1 R132H inh, TrxR1 substrate, LDHA inh, GRP78 ERSR act, Vif-A3F inh, RXFP1 agonist
- CC(C)c1ccc(N(CC(=O)NCc2ccco2)C(=O)CCC(=O)Nc2ccccn2)cc1
→ 0%, -16%, 10, 2%, -24%[57.1 µM], -6, -6%, 1%, -0.1%
- O=C(Nc1ccc2oc(-c3ccccc3)nc2c1)c1cccnc1
→ -8%, -18%, 2, 6%, -12%[57.1 µM], -4&12, 2%, 1%, 2.7%
- CC(=O)Oc1ccc2oc(=O)c3c(c2c1)CCCN3C(=O)CN1CCN(c2ncccn2)CC1
→ -3%, -17%, -1, 2%, -10%, -1, 2%, 2%, 1.4%
- CC(/C=C/c1ccco1)=N/NC(=O)C1COc2ccccc2O1 (stereo not drawn)
→ -19%, -21%, 0, 10%, -7%, 0, 2%, ?, 8.5%
- O=[N+]([O-])c1ccc(N2CCN(c3ccccc3O)CC2)cc1
→ 3%, -27%, 7, 0%, 2%, -4, 1%, 21%, 0.5%
- CCOC(=O)Cn1c(=O)n(CC2CCCO2)c2nc(-c3ccccc3Cl)nc(C(N)=O)c21 (stereo not drawn)
→ 0%, -22%, -4, -8%, 1%[57.1 µM], -7, -3%, 7%, 1.6%
- CN(C(=O)c1cn2ccccc2n1)c1c(N)n(Cc2ccccc2)c(=O)[nH]c1=O
→ -1%, -2%, 3, 5%, -12%, 0, -3%, -5%, 0.1%
- O=c1[nH]c2ccc(Cl)cc2c(-c2ccccc2)c1SC(=S)N1CCCCC1
→ -4%, -20%, -10, 1%, -9%, -4, -2%, -2%, 0.0%
- CCN(CC)C(=O)[C@H]1CC(CC(=O)NCCCN(C)C)C(=O)N2CCc3c([nH]c4ccc(OC)cc34)[C@]12C (stereo partly drawn)
→ 1%, ?, -1, -16%, 5%, -13, -2%, 5%, .
- Cc1ccc(CCNC(=O)CCS(=O)(=O)c2cc3c(cc2Cl)NC(=O)CO3)cc1
→ -1%, -20%, -4, -4%, 2%, -5, -2%, 2%, 1.4%
- Cc1cccc(N2CCN(C(c3ccccc3)c3nnnn3CC3CCCO3)CC2)c1C (stereo not drawn)
→ -5%, -10%, -3, 3%, 11%[57.1 µM], -3, -6%, 2%, 0.7%
- Cc1ccc2nc(-c3ccccc3)c(CN3CCN(c4ccccc4F)CC3)n2c1
→ -1%, -13%, 8, 9%, 5%, -2, -7%, -7%, 0.7%
- CO/N=C/NC(=O)Cc1cn(-c2ncc(C(F)(F)F)cc2Cl)c2ccccc12
→ -1%, -11%, 8, 14%, 5%[57.1 µM], -8, -4%, -5%, 3.9%
- CC1CN(C(=O)Nc2cccc(Cl)c2)C2(CCCCCC2)O1 (stereo not drawn)
→ 3%, -13%, 1, 4%, 5%, -7, -4%, -4%, 2.4%
- COc1cc(NC(=O)CCN2CCN(Cc3ccccc3)CC2)cc(OC)c1
→ 0%, -24%, -6, 5%, 4%, 1, -5%, 0%, 0.1%
- COc1cccc(C2(O)CCN(CC(=O)NCC3CC3)CC2)c1
→ 1%, -8%, 4, 0%, -6%, -4, -6%, 8%, 0.1%
- COc1ccc(C(CNC(=O)c2cccc3cccnc23)N(C)C)cc1 (stereo not drawn)
→ 2%, -24%, 0, 0%, 4%, -9, 3%, -20%, -1.3%
- CC(C)[C@H](NC(=O)NC1CCCC1)C(=O)O
→ -1%, -3%, 0, -3%, -3%, -10, -3%, -5%, 0.2%
- O=C(CSc1nncn1-c1ccccc1)Nc1ccc(N2CCOCC2)cc1
→ 0%, -11%, 1, 3%, -8%, 8, -3%, -6%, -3.3%
- CC1CN(c2ccc([N+](=O)[O-])c(NCCOc3ccccc3)c2)CC(C)N1 (stereo not drawn)
→ -1%, -15%, 15, 13%, -2%, -1, -3%, 0%, 2.6%
- COCCCNC(=O)c1cnc2sc(N3CCCCC3)nn2c1=O
→ -6%, -16%, -4, -10%, 67%[activator][57.1 µM], -3, -4%, -1%, 4.2%
- Cc1ccc(OCC(=O)N2CCN(S(=O)(=O)c3ccccc3[N+](=O)[O-])CC2)cc1
→ 1%, -10%, 2, 0%, 9%[57.1 µM], -7, 1%, 10%, 0.8%
- CC(=O)NC1C(c2nc3ccccc3s2)=C(c2ccccc2)C(=O)N1c1ccc(C)cc1 (stereo not drawn)
→ 0%, -14%, -1, -2%, -19%, -6, 1%, -9%, 1.7%
- Cc1cc(=O)n2nc(N3CCCC3C(=O)Nc3cccc(F)c3)sc2n1 (stereo not drawn)
→ 0%, -17%, -2, 15%, -5%[57.1 µM], -3, -1%, 2%, ?
- CCOC(=O)C1C(C(=O)Nc2cccc(C(F)(F)F)c2)C1C(=O)NC(C)C (stereo not drawn)
→ -9%, -22%, -1, 0%, 1%, -7, -3%, 0%, 0.5%
- COc1ccc(C)cc1NC(=O)CNC(=O)Cn1ccc2ccccc2c1=O
→ 1%, -21%, -4, -9%, 3%[57.1 µM], -13, -3%, 4%, 0.4%
- CC(=O)c1ccc(NC(=O)COCc2cc(-c3ccc(F)cc3)on2)cc1
→ 1%, -20%, -5, -14%, -5%, -8, -2%, 4%, 4.5%
- CCOc1ccccc1NC(=O)Cn1c(=O)ccc2cc(S(=O)(=O)N3CCCC3)ccc21
→ -6%, -10%, 3, -6%, -1%[57.1 µM], -2, -4%, -5%, -0.6%
- CCc1cccc(-n2nnc(S(=O)(=O)c3ccc(OC)cc3)c2C)c1
→ 2%, -25%, -2, 0%, -2%, 1, -3%, -5%, -1.2%
- CSc1ccccc1NC(=O)c1csc(C)c1
→ -10%, -30%, -1, 22%, 10%, -1, 8%, 0%, -0.4%
- O=C(NCCc1ccccc1)C1(c2ccccc2)CCCC1
→ 0%, -6%, -4, 4%, -2%[57.1 µM], -15, -2%, 3%, -5.0%
- O=C(O)c1cc(S(=O)(=O)Nc2ccc3cn[nH]c3c2)ccc1O
→ 1%, ?, -1, 4%, 8%, 5, -1%, 4%, 23%
- CCOC(=O)c1ccccc1NC(=O)Cc1ccc(OC)c(S(=O)(=O)N2CCOCC2)c1
→ -1%, -7%, -2, -2%, 5%, -1, 2%, ?, .
- CC(=O)Nc1ccc(CN2CCN(CC=C(C)C)C(CCO)C2)cc1 (stereo not drawn)
→ 0%, -2%, 5, 0%, 0%, 0, -3%, -3%, 0.1%

Source: PubChem

Not all compounds are listed. The share of hits here may be higher or lower than overall.
